NSD2 block: inhibitors of human NSD2, primary screen, biochemical, plate reader, single point | inhibition, % at 12.5 µM | Histone-lysine N-methyltransferase NSD2 (Homo sapiens), O96028 | 44,000 compounds, 0.07% hits | NSD2-SET H3K36me1 DELFIA fluorescence | AID 624260, 2012; in the data active = inhibition above about 54%, passing the limit was not always enough; inconclusive = no clear call, values can overlap the other calls;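 also: inhibitors reduce the monomethyl H3K36 fluorescence signal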
Target sequence (O96028 whole entry, looked up): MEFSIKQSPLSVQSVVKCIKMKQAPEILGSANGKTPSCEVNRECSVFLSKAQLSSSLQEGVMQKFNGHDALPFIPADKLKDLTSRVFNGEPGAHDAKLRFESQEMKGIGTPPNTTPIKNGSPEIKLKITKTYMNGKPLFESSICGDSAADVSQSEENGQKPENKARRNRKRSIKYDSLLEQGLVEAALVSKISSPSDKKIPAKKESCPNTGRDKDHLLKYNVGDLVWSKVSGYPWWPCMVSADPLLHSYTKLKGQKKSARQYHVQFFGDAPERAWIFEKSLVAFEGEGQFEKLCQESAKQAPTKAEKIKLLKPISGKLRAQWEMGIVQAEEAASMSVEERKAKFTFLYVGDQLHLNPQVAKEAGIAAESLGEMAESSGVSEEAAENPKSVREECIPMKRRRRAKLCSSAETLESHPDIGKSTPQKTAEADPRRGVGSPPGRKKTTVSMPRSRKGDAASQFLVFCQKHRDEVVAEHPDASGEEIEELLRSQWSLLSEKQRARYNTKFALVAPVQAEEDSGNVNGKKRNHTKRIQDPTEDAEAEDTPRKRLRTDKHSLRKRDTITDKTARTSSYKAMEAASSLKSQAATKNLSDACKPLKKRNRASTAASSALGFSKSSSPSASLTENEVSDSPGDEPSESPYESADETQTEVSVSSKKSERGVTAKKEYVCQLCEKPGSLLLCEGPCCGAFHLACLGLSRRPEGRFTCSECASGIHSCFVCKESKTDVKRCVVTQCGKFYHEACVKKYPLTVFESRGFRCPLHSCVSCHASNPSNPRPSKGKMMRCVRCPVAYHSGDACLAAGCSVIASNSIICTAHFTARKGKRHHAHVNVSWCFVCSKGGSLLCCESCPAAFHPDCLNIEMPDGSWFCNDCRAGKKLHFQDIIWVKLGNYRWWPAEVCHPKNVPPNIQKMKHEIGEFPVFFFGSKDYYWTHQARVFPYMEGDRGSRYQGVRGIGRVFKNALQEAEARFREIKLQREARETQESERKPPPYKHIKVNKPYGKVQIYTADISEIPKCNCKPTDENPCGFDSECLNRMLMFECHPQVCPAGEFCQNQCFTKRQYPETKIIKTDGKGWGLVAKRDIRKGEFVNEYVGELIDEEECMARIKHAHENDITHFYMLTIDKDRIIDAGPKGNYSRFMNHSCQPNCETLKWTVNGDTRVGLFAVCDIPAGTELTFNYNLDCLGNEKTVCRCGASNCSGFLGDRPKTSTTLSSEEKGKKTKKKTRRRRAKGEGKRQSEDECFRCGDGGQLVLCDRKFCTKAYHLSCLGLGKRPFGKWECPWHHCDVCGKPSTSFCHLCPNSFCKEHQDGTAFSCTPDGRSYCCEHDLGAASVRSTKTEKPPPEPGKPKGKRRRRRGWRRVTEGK
* marks the source's active call; other numbers are inactive results; ? = inconclusive.

Compound	NSD2 block
COc1ccc(S(=O)(=O)N(C)C[C@@H]2OCCCC[C@@H](C)Oc3ccc(NC(=O)CCCN(C)C)cc3C(=O)N([C@H](C)CO)C[C@H]2C)cc1	16.9
C[C@H](CO)N1C[C@H](C)[C@H](CN(C)C(=O)Nc2cccc3ccccc23)Oc2ccc(NS(=O)(=O)c3ccccc3)cc2CC1=O	-0.2
Cc1noc(C)c1NC(=O)N(C)C[C@@H]1OCCCC[C@@H](C)Oc2ccc(NS(=O)(=O)c3ccc(Cl)cc3)cc2C(=O)N([C@H](C)CO)C[C@@H]1C	8.0
C/C=C/c1ccc2c(c1)O[C@@H](CN(C)C(=O)COC)[C@@H](C)CN([C@H](C)CO)S2(=O)=O	0.6
COc1ccc(NC(=O)N(C)C[C@@H]2Oc3ccc(N(C)C)cc3C(=O)N([C@@H](C)CO)C[C@H]2C)cc1	-2.7
Cc1noc(C)c1NC(=O)N(C)C[C@H]1Oc2ncc(/C=C/c3ccccc3)cc2C(=O)N([C@H](C)CO)C[C@H]1C	0.5
CCO[C@@H]1OC(C(=O)NCc2ccccc2)=C[C@H](C(C)(C)C)[C@H]1CCCO	3.8
O=C(OCC1=C[C@@H](O)[C@@H]2C=CO[C@@H](O[C@@H]3O[C@H](CO)[C@@H](O)[C@H](O)[C@H]3O)[C@H]12)c1ccc(O)cc1	0.9
C[C@@H]1CN([C@H](C)CO)C(=O)c2cccc(NC(=O)C3CCOCC3)c2O[C@@H]1CN(C)S(=O)(=O)c1ccc(Cl)cc1	?
COCC(=O)N(C)C[C@@H]1Oc2ncc(C#CC(C)(C)O)cc2C(=O)N([C@H](C)CO)C[C@H]1C	?
COc1cccc(C=NC=Nc2cccc(OC)c2)c1	4.1
CCCN(C)C[C@@H]1Oc2ncc(-c3cccc(C(=O)N(C)C)c3)cc2C(=O)N([C@@H](C)CO)C[C@H]1C	1.6
C/C=C1/[C@H](O[C@@H]2O[C@H](CO)[C@@H](O)[C@H](O)[C@H]2O)OC=C(C(=O)OC)[C@H]1CC(=O)OCCc1ccc(O)cc1	-0.3
C[C@@H]1CN([C@H](C)CO)C(=O)c2cc(NC(=O)CCN3CCOCC3)ccc2O[C@H]1CN(C)Cc1ccc(-c2ccccc2)cc1	1.3
CO[C@H]1O[C@H](CO)[C@@H](OC(=O)Nc2ccccc2)[C@H](OC(=O)Nc2ccc3c(c2)OCO3)[C@@H]1OC(=O)Nc1ccc2c(c1)OCO2	-0.5
C[C@@H]1CCCCO[C@@H](CN(C)C(=O)Nc2cccc3ccccc23)[C@H](C)CN([C@H](C)CO)C(=O)c2cc(N(C)C)ccc2O1	0.9
C[C@H](CO)N1C[C@H](C)[C@H](CN(C)Cc2ccc3c(c2)OCO3)Oc2ccc(NC(=O)Nc3cccc4ccccc34)cc2C1=O	0.1
C[C@@H]1CN([C@H](C)CO)C(=O)c2cccc(NC(=O)c3ccncc3)c2O[C@H]1CN(C)CC1CCCCC1	1.9
O=C(C[C@@H]1CC[C@H](NC(=O)c2cccc(F)c2)[C@H](CO)O1)NCc1ccc(Oc2ccccc2)cc1	-1.0
O=C(NO)c1cccc(C(=O)N/N=C/c2cccc(Oc3ccccc3)c2)c1	1.4
C[C@@H]1CN([C@H](C)CO)C(=O)c2cc(NC(=O)NC3CCCCC3)ccc2O[C@@H](C)CCCCO[C@@H]1CN(C)S(=O)(=O)c1ccc(Cl)cc1	2.1
CC(C)CC#Cc1cnc2c(c1)C(=O)N([C@H](C)CO)C[C@@H](C)[C@H](CN(C)C(=O)c1ccc(F)cc1)O2	-2.6
C[C@@H]1CCCCO[C@H](CN(C)C(=O)Nc2ccc(F)cc2)[C@H](C)CN([C@@H](C)CO)C(=O)c2cc(NS(C)(=O)=O)ccc2O1	6.8
COc1ccc(COCC23N=C4SCc5ccccc5CN4[C@H](c4ccccc4O2)[C@H]3CO)cc1	2.1
C[C@H]1CCCCO[C@H](CN(C)C(=O)Nc2ccc3c(c2)OCO3)[C@@H](C)CN([C@@H](C)CO)C(=O)c2cc(NS(=O)(=O)c3ccccc3)ccc2O1	1.2
COc1ccc(CN(C)C[C@H]2Oc3ccc(NC(=O)C4CCCCC4)cc3CC(=O)N([C@@H](C)CO)C[C@@H]2C)cc1	-1.3
C/C=C/c1ccc2c(c1)O[C@@H](CN(C)C(=O)C1CCOCC1)[C@H](C)CN([C@H](C)CO)S2(=O)=O	12.8
C[C@@H]1CN([C@H](C)CO)C(=O)c2cc(NC(=O)CCN3CCOCC3)ccc2O[C@@H]1CN(C)Cc1ccc(C(=O)Nc2ccccc2N)cc1	-0.7
C[C@H](CO)N1C[C@H](C)[C@H](CN(C)S(=O)(=O)c2ccccc2)Oc2ccc(NC(=O)CCCCCC(=O)Nc3ccccc3N)cc2CC1=O	-0.8
O=C(C[C@H]1C[C@@H]2c3cc(NC(=O)Nc4ccccc4)ccc3O[C@@H]2[C@@H](CO)O1)NCc1ccccc1	-4.6

Random excerpt: 6 compounds from above
Compound	NSD2 block
C[C@@H]1CCCCO[C@H](CN(C)C(=O)Nc2ccc(F)cc2)[C@H](C)CN([C@@H](C)CO)C(=O)c2cc(NS(C)(=O)=O)ccc2O1	6.8
O=C(C[C@H]1C[C@@H]2c3cc(NC(=O)Nc4ccccc4)ccc3O[C@@H]2[C@@H](CO)O1)NCc1ccccc1	-4.6
C[C@@H]1CN([C@H](C)CO)C(=O)c2cc(NC(=O)CCN3CCOCC3)ccc2O[C@@H]1CN(C)Cc1ccc(C(=O)Nc2ccccc2N)cc1	-0.7
COc1ccc(CN(C)C[C@H]2Oc3ccc(NC(=O)C4CCCCC4)cc3CC(=O)N([C@@H](C)CO)C[C@@H]2C)cc1	-1.3
C[C@H](CO)N1C[C@H](C)[C@H](CN(C)S(=O)(=O)c2ccccc2)Oc2ccc(NC(=O)CCCCCC(=O)Nc3ccccc3N)cc2CC1=O	-0.8
C[C@H]1CCCCO[C@H](CN(C)C(=O)Nc2ccc3c(c2)OCO3)[C@@H](C)CN([C@@H](C)CO)C(=O)c2cc(NS(=O)(=O)c3ccccc3)ccc2O1	1.2

Additional records follow.
Compound	NSD2 block
COc1ccc(NC(=O)Nc2ccc3c(c2)C(=O)N([C@@H](C)CO)C[C@H](C)[C@@H](CN(C)Cc2ccc(C(F)(F)F)cc2)O3)cc1	-6.5
C[C@H](CO)N1C[C@H](C)[C@H](CN(C)C(=O)Nc2cccc(F)c2)OCc2cnnn2CCCC1=O	2.8
Cc1noc(C)c1S(=O)(=O)N(C)C[C@H]1OCCCC[C@@H](C)Oc2ccc(NC(=O)Nc3cccc4ccccc34)cc2C(=O)N([C@H](C)CO)C[C@@H]1C	-0.3
COCC(=O)N(C)C[C@H]1Oc2cc(C#Cc3ccccc3)ccc2S(=O)(=O)N([C@H](C)CO)C[C@@H]1C	11.9
C[C@H]1CN([C@@H](C)CO)S(=O)(=O)c2ccc(C#CC3CC3)cc2O[C@H]1CN(C)C(=O)c1cccnc1	5.7
C[C@H](CO)N1C[C@H](C)[C@@H](CN(C)Cc2ccccc2)Oc2c(NC(=O)C3CC3)cccc2C1=O	1.4
CCCNC(=O)N[C@@H]1CC[C@H](CC(=O)NC2CCC2)O[C@H]1CO	3.5
C[C@H]1CN([C@@H](C)CO)C(=O)Cc2cc(NS(C)(=O)=O)ccc2O[C@@H]1CN(C)S(=O)(=O)c1ccccc1	2.8
C[C@@H]1CN([C@H](C)CO)C(=O)CCCn2cc(nn2)CO[C@@H]1CN(C)C(=O)CCCN(C)C	0.5
C[C@H]1CN([C@@H](C)CO)C(=O)c2cc(-c3ccc(C(=O)N(C)C)cc3)cnc2O[C@@H]1CN(C)C	19.2
C[C@H]1CN([C@@H](C)CO)C(=O)c2cccc(NC(=O)c3nc4ccccc4s3)c2O[C@@H]1CN(C)C(=O)Nc1cccc2ccccc12	2.9
O=C(NO)c1cccc(C(=O)N/N=C/c2ccccc2Br)c1	-1.2
C[C@@H]1CN([C@H](C)CO)C(=O)c2cc(NC(=O)Nc3cccc4ccccc34)ccc2O[C@H]1CN(C)C(=O)Nc1cccc2ccccc12	2.1
COCC(=O)N(C)C[C@H]1Oc2cc(C#Cc3cccnc3)ccc2S(=O)(=O)N([C@@H](C)CO)C[C@H]1C	-2.4
CCC(=O)N[C@H]1C=C[C@@H](CC(=O)NCc2ccccc2OC)O[C@@H]1CO	3.6
C[C@@H]1CN([C@H](C)CO)C(=O)c2cc(NC(=O)Nc3ccc(C(F)(F)F)cc3)ccc2O[C@@H]1CN(C)S(=O)(=O)c1cn(C)cn1	-3.3
Cc1noc(C)c1NC(=O)N(C)C[C@H]1OCCCC[C@@H](C)Oc2ccc(NC(=O)c3ccncc3)cc2C(=O)N([C@H](C)CO)C[C@H]1C	-7.0
C[C@@H]1CN([C@H](C)CO)C(=O)CCCn2cc(nn2)CO[C@@H]1CN(C)S(=O)(=O)c1ccc2c(c1)OCCCO2	-1.5
CS(=O)(=O)c1ccc(C2=C(c3ccccc3)C(=O)OC2)cc1	-0.5
C[C@@H]1CCCCO[C@@H](CN(C)S(=O)(=O)c2ccc(F)cc2)[C@@H](C)CN([C@@H](C)CO)C(=O)c2cc(NC(=O)NC3CCCCC3)ccc2O1	-5.9
COc1ccc(S(=O)(=O)N(C)C[C@@H]2Oc3ccc(NS(=O)(=O)c4ccccc4)cc3C(=O)N([C@H](C)CO)C[C@@H]2C)cc1	-3.8
COc1ccc(NC(=O)Nc2ccc3c(c2)C(=O)N([C@@H](C)CO)C[C@@H](C)[C@H](CN(C)C(=O)NC(C)C)OCCCC[C@@H](C)O3)cc1	-0.4
C[C@@H]1CCCCO[C@H](CN(C)C(=O)C2CCCCC2)[C@H](C)CN([C@H](C)CO)C(=O)c2cc(NS(=O)(=O)c3cccs3)ccc2O1	-4.8
CS(=O)(=O)Nc1ccc2c(c1)[C@H]1C[C@@H](CC(=O)NCCN3CCCCC3)O[C@H](CO)[C@H]1O2	-2.8
C[C@@H]1CCCCO[C@@H](CN(C)Cc2ccc(C(F)(F)F)cc2)[C@H](C)CN([C@@H](C)CO)C(=O)c2cc(NC(=O)CCCN(C)C)ccc2O1	7.6
C[C@@H]1CN([C@H](C)CO)C(=O)c2cc(C3=CCCC3)cnc2O[C@@H]1CN(C)Cc1ccccc1C(=O)O	-5.8
CC(C)CC#Cc1cnc2c(c1)C(=O)N([C@H](C)CO)C[C@H](C)[C@@H](CN(C)Cc1ccccn1)O2	-6.7
CN1CCN(C(=O)C[C@@H]2C[C@H]3c4cc(NC(=O)NC5CCCCC5)ccc4O[C@H]3[C@H](CO)O2)CC1	3.4
C[C@@H]1CN([C@H](C)CO)C(=O)c2cc(-c3ccc(F)cc3)cnc2O[C@@H]1CN(C)C(=O)Nc1ccc(F)cc1	-3.2
C[C@@H]1CN([C@H](C)CO)C(=O)c2cc(NC(=O)Nc3ccccc3)ccc2O[C@H]1CN(C)Cc1ccc(Cl)c(Cl)c1	-6.6
Cc1ccc(S(=O)(=O)N[C@@H]2C=C[C@@H](CC(=O)O)O[C@H]2CO)cc1	-1.1
COCCNC(=O)C[C@@H]1C[C@@H]2c3cc(NC(=O)Nc4ccccc4F)ccc3O[C@@H]2[C@@H](CO)O1	-0.2
COCC#Cc1cnc2c(c1)C(=O)N([C@H](C)CO)C[C@@H](C)[C@H](CN(C)C(=O)Cc1ccccc1)O2	3.3
CCC(=O)N(C)C[C@@H]1Oc2cc(-c3ccc(F)cc3)ccc2S(=O)(=O)N([C@H](C)CO)C[C@H]1C	5.7
CN(C)C(=O)C[C@@H]1C[C@H]2c3cc(NC(=O)C4CCOCC4)ccc3O[C@H]2[C@H](CO)O1	-8.5
CC(C)NC(=O)Nc1ccc2c(c1)C(=O)N([C@@H](C)CO)C[C@@H](C)[C@H](CN(C)Cc1ccc(Cl)c(Cl)c1)OCCCC[C@@H](C)O2	-3.9
CC(C)NC(=O)Nc1ccc2c(c1)C(=O)N([C@@H](C)CO)C[C@H](C)[C@@H](CN(C)CC1CCCCC1)O2	6.8
C[C@@H]1CN([C@@H](C)CO)C(=O)c2cc(NS(=O)(=O)c3ccc(Cl)cc3)ccc2O[C@@H]1CN(C)Cc1ccc(C(F)(F)F)cc1	-7.7
C[C@@H]1CN([C@@H](C)CO)C(=O)c2cc(NC(=O)Nc3ccc(C(F)(F)F)cc3)ccc2O[C@H]1CN(C)Cc1ccc(-c2ccccc2)cc1	3.5
CC1=CC(=O)CC2C1(C)CCC(C)C2(C)CCC(C)CC(=O)O (stereo not given)	8.0
CN(C)CCC1(c2ccc(Cl)cc2)Cc2ccccc2C(=O)O1 (stereo not given)	5.7
C[C@H]1CN([C@@H](C)CO)C(=O)c2cc(C#Cc3ccccc3)cnc2O[C@@H]1CN(C)C(=O)CCN1CCCCC1	10.0
C[C@H](CO)N1C[C@H](C)[C@H](CN(C)C(=O)Nc2ccc3c(c2)OCO3)Oc2ccc(NC(=O)C3CC3)cc2CC1=O	-1.6
COc1ccc(NC(=O)Nc2ccc3c(c2)CC(=O)N([C@@H](C)CO)C[C@H](C)[C@H](CN(C)Cc2ccc4c(c2)OCO4)O3)cc1	-1.8
C[C@H]1CN([C@@H](C)CO)C(=O)Cc2cc(NC(=O)Nc3cccc4ccccc34)ccc2O[C@@H]1CN(C)Cc1ccc(C(=O)O)cc1	-3.5
C[C@@H]1CCCCO[C@H](CN(C)C(=O)Nc2cccc3ccccc23)[C@H](C)CN([C@@H](C)CO)C(=O)c2cc(NC(=O)Nc3ccc(C(F)(F)F)cc3)ccc2O1	-7.5
C[C@@H]1CN([C@H](C)CO)C(=O)Cc2cc(NC(=O)NC3CCCCC3)ccc2O[C@H]1CN(C)Cc1ccc(C(F)(F)F)cc1	-15.8
CC/C=C\C/C=C\C/C=C\CCCCCCCC(=O)O	-4.5
C[C@@H]1CN([C@@H](C)CO)C(=O)c2cc(-c3cccc(F)c3)cnc2O[C@@H]1CN(C)S(C)(=O)=O	0.7
CC(C)NC(=O)Nc1ccc2c(c1)C(=O)N([C@H](C)CO)C[C@H](C)[C@H](CN(C)C)OCCCC[C@@H](C)O2	-179.0

Compound activity: PubChem BioAssay, Broad Institute

The list is partial. The share of hits here may be higher or lower than overall.
